# ROC1-CUL1 inh = human ROC1-CUL1 E3 ligase inhibition. in vitro K48 di-Ub FRET, acceptor:donor ratio, 45 min. inhibition, % at 10 µM. hit rate 0.6% among 140,000. AID 1347404; in the data active = inhibition above about 25%
# Target sequence (P62877 whole entry, looked up): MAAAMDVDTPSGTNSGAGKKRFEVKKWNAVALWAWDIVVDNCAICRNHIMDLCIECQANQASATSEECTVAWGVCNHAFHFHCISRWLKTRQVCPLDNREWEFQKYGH
# Target sequence (Q13616 whole entry, looked up): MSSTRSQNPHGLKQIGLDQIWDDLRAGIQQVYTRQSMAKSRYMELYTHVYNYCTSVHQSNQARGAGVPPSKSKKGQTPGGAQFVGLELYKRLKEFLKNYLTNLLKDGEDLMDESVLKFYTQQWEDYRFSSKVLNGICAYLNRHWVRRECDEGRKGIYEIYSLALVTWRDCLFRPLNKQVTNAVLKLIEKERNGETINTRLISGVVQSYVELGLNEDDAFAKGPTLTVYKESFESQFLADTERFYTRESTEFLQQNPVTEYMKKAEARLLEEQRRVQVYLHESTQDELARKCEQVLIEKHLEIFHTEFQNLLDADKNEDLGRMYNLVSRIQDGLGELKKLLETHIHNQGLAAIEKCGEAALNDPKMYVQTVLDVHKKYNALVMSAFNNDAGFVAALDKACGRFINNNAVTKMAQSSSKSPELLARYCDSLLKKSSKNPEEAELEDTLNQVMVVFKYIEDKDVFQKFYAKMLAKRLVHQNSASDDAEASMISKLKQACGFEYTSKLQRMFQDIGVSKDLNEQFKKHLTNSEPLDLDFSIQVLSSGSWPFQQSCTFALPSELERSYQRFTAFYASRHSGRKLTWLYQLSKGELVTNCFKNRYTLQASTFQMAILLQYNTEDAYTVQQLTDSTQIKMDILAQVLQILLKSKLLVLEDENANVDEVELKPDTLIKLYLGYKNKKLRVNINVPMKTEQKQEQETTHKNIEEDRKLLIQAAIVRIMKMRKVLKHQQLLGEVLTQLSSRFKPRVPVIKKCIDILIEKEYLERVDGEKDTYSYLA
# The depositor's hits bear a star.
Molecule	ROC1-CUL1 inh
Cc1ccc(-c2nnn(CC(=O)N(CC(=O)NCCC(C)C)c3ccc(F)cc3)n2)cc1	4
O=C(Nc1cc(C(F)(F)F)ccc1Cl)c1cccc(NC(=O)C(F)(F)F)c1	0
COc1cc(C(=O)n2nnc3ccccc32)c([N+](=O)[O-])cc1OC	-2
Cc1cc(C)c2c(CC(=O)N(Cc3ccc(Cl)cc3)Cc3ccco3)coc2c1	-6
CS(=O)(=O)N1CCC(Oc2cccc(C(=O)NCC3CCOCC3)c2)CC1	-5
O=C(Oc1cc(=O)oc2ccccc12)c1ccc(Cl)cc1	-1
COc1ccc(C(=O)Oc2ccc(/C=C3\N=C(c4cccc(F)c4)OC3=O)cc2)cc1	1
Cc1oc(-c2ccccc2NS(C)(=O)=O)nc1CN(C)Cc1cc(CN2CCCCC2)cs1	0
CCc1ccc(OCC(=O)NC(=S)Nc2ccc(S(=O)(=O)Nc3ccc(C)cc3C)cc2)c(Br)c1	-7
N#CSCC(=O)N1CCOCC1	7
CC(C)(C)c1cc(Br)c([N+](=O)[O-])c(C(C)(C)C)c1	-2
CCOC(=O)c1c(NC(=O)CN2CCOCC2)sc2c1CCCC2=O	12
CCOC(=O)C(C)Sc1nnc2cc(C)c3ccccc3n12 (configuration not stated)	0
CCOC(=O)C1CCN(C(=S)Nc2cc(OC)ccc2OC)CC1	10
Clc1ccccc1-c1nnc2sc(/C=C/c3cn(-c4ccccc4)nc3-c3ccccc3)nn12	-4
C/C(=N\NC(=O)c1cccc(C)c1)c1ccccc1O	4
CC(=O)Nc1ccccc1-c1nc2ccccc2n(C(C)C(=O)Nc2cccc(C)c2C)c1=O (configuration not stated)	-2
CCCCOC(=O)C(C)Oc1ccc2c(=O)c(Oc3ccc4ccccc4c3)c(C(F)(F)F)oc2c1 (configuration not stated)	3
CSc1nc(C)cc(OCCNC(=O)COc2ccc(Cl)cc2C)n1	2
CCN1CCN(C(=O)C2CCN(S(=O)(=O)CC)CC2)CC1	10
COc1ccc(C2CC(=O)C3C(=Nc4ccccc4N(C(=O)C(F)(F)F)C3c3cccs3)C2)cc1 (configuration not stated)	-3
CCc1ccc(-c2nc(CS(=O)CC(=O)NCc3ccc(F)cc3)c(C)o2)cc1 (configuration not stated)	4
COc1ccc(CNC(=O)c2cc3c(=O)n4cccc(C)c4nc3s2)cc1	-4
CC(C)c1ccc(-c2nnc3n(CCc4ccccc4)c(=O)c4ccccc4n23)cc1	4
CC(=O)Nc1ccc(S(=O)(=O)N2CCSC2)cc1	-3
Clc1ccc(-n2nnnc2-c2cnc(-c3ccncc3)nc2-c2cccs2)cc1	-9
COCc1ccc(C(=O)NCc2c(C)ncc3c2CCN(C(=O)c2ccccc2Cl)C3)o1	2
C/C=C/Cn1c(=O)c2c(nc3n2C(C)C(C)=NN3C)n(C)c1=O (configuration not stated)	3
CCOC(=O)Nc1ccc2c(c1)N(C(=O)CN1CCN(CCO)CC1)c1ccccc1CC2	-3
CC(=O)OC1C(=O)N(Cc2ccccc2)C1c1ccc(C)cc1 (configuration not stated)	-1

# Reprinted from the part before: five compounds, followed by the next part.
Molecule	ROC1-CUL1 inh
Clc1ccc(-n2nnnc2-c2cnc(-c3ccncc3)nc2-c2cccs2)cc1	-9
COCc1ccc(C(=O)NCc2c(C)ncc3c2CCN(C(=O)c2ccccc2Cl)C3)o1	2
C/C=C/Cn1c(=O)c2c(nc3n2C(C)C(C)=NN3C)n(C)c1=O (configuration not stated)	3
CCOC(=O)Nc1ccc2c(c1)N(C(=O)CN1CCN(CCO)CC1)c1ccccc1CC2	-3
CC(=O)OC1C(=O)N(Cc2ccccc2)C1c1ccc(C)cc1 (configuration not stated)	-1
C=CCn1c(SCC(=O)Nc2cc(OC)ccc2OC)nc2sc(CC)cc2c1=O	2
COC(=O)CSc1nnc2n(-c3ccccc3)c(=O)c3c4c(sc3n12)CCCC4	-2
CCN(CC)c1ccc(/C=C2/C(=O)NC(=O)N(Cc3ccc(OC)cc3)C2=O)c(O)c1	-9
Cc1ccc(NC(=O)CCC2CCCC2)cc1	-5
Cc1cc(/C=C2\C(=O)NC(=S)N(c3ccc(Cl)cc3)C2=O)c(C)n1-c1ccc(Cl)cc1	-3
CC1(C)OCC(C2OC(C)(C)OC2C(COC(=O)c2ccccc2)OC(=O)c2ccccc2)O1 (configuration not stated)	2
CCOc1ccc(NC(=O)C2CCCC2)cc1	3
COC(=O)c1c(C(=O)OC)c2c3ccccc3ccn2c1C#N	2
CN(C)c1ccc2cc3c(=O)[nH]c(=O)nc-3n(C)c2c1	9
Cc1noc(-c2ccc(N3CCN(C(=O)c4ccco4)CC3)nc2)n1	11

# 6 entries already listed, ordered by length of the SMILES, descending:
Molecule	ROC1-CUL1 inh
Cc1cc(/C=C2\C(=O)NC(=S)N(c3ccc(Cl)cc3)C2=O)c(C)n1-c1ccc(Cl)cc1	-3
CCN(CC)c1ccc(/C=C2/C(=O)NC(=O)N(Cc3ccc(OC)cc3)C2=O)c(O)c1	-9
COC(=O)CSc1nnc2n(-c3ccccc3)c(=O)c3c4c(sc3n12)CCCC4	-2
C=CCn1c(SCC(=O)Nc2cc(OC)ccc2OC)nc2sc(CC)cc2c1=O	2
Cc1noc(-c2ccc(N3CCN(C(=O)c4ccco4)CC3)nc2)n1	11
CCOc1ccc(NC(=O)C2CCCC2)cc1	3

# (continued)
Molecule	ROC1-CUL1 inh
O=C1O[C@@H]2CN(Cc3ccc4c(c3)CCO4)C[C@@H]2N1CCc1ccc(F)cc1	-4
CCOC(=O)C1=C(c2ccccc2)N=c2s/c(=C/c3ccc(O)cc3)c(=O)n2C1c1c(OC)ccc2ccccc12 (configuration not stated)	-3
CCc1cccc(C)c1NC(=O)Cn1c(=O)n(-c2ccc(C)cc2)c(=O)c2c1cnn2C	-3
CCN(c1ccccc1)S(=O)(=O)c1ccc(NC(=O)Nc2ccc(Cl)cc2)cc1	-1
COc1ccc(C2C(C(=O)c3ccc4c(c3)OCCO4)C(=O)C(=O)N2CCN2CCOCC2)cc1OC (configuration not stated)	-2
O=C1c2ccc(-c3nc4ccccc4c(=O)o3)cc2C(=O)N1c1cccc2ccccc12	-10
O=C(NC1CC1)C1CCN(Cc2ccccc2Cl)CC1	10
COc1ccc(C)cc1NC(=O)c1cc(S(=O)(=O)N2CCCCC2)c[nH]1	5
CC(C)c1ccccc1OCCNC(=O)c1cncc(Br)c1	-1
COc1cc(CC(=NC(=O)c2ccccc2)C(=O)Nc2ccc(Br)cc2)c([N+](=O)[O-])cc1OC	7
Cc1ccc(-c2ccc(/C=N\N=C3\NC(=O)C(Cc4cccc(C)c4)S3)o2)cc1 (configuration not stated)	-3
COc1cccc(C(=O)OCC(=O)Nc2cccc(SC)c2)c1	-3
Cc1cccc(C2CC(c3ccc(C)c(C)c3)=Nc3nnnn32)c1 (configuration not stated)	-2
Cc1nc2ccccc2n1Cc1cc(C(=O)N2CCCCO2)n[nH]1	-1
COc1ccc(C2=NOC(CC(O)c3ccccc3)C2)cc1 (configuration not stated)	-5
COC(=O)C(Cc1ccc(O)cc1)NC(=O)C(C)(C)C (configuration not stated)	14
CCOC(=O)c1cccc(-c2nc3cc(OC)c(OC)cc3c(=O)o2)n1	-5
CN1C(=O)c2cccc3c(S(=O)(=O)N4CCCC4C(=O)O)ccc1c23 (configuration not stated)	1
CCOC(=O)C1(C(=O)OCC)CN(c2ccccc2)C(C(=O)OC)C1(C(=O)OCC)C(=O)OCC (configuration not stated)	5
Cc1csc(NC(=O)c2cccnc2Cl)n1	1
O=C1CN=CN=CN1c1ccccc1	0
Cc1c(Cl)c(=O)oc2cc(OC(=O)C3CCCN3C(=O)OC(C)(C)C)c(Cl)cc12 (configuration not stated)	-1
CC(=O)c1ccc(OCc2cc(C(=O)NC3CCCCCC3)no2)cc1	0
CCOCc1nnc(NC(=O)C(CC)c2ccccc2)s1 (configuration not stated)	-10
COCCO[C@H]1[C@H](NC(=O)C(C)C)c2ccccc2C12CCN(C(=O)c1cc(CC(C)C)on1)CC2	-4
O=C(Nc1ccc(-c2cccc(F)c2)cc1)C1CCCN1C(=O)C1CCOCC1 (configuration not stated)	-6
O=C(CCC(=O)Nc1ccccc1)NNC(=O)CCc1ccccc1	-14
CCOC(=O)C1=C(C)N=C2CC(c3cccc(OC)c3)C(C(=O)OCC)C(=O)C2C1c1cc(C)sc1C (configuration not stated)	1
CC(Oc1ccc2c3c(c(=O)oc2c1)CCC3)c1ccccc1 (configuration not stated)	-7
CC1(C)Cc2nc(N3CCOCC3)ncc2C(NC(=O)C2CCCC2)C1 (configuration not stated)	-3
CCc1ccc(C)c(OC(=O)c2cc(OC)c(OC)c(OC)c2)c1	8
Cc1ccc(CNc2nc3ccc(Cl)cc3n3cnnc23)cc1	6
O=C(NNC(=O)c1ccc(Br)cc1)c1ccc(Cl)cc1	8
CCNC(=O)c1ccc(OC)c(S(=O)(=O)N2CCN(CC)CC2)c1	5
CCn1c(Sc2ccc([N+](=O)[O-])cc2[N+](=O)[O-])nc2ccccc21	8
Cc1cccc(OCC(=O)NNC(=O)c2cc3cc(Br)ccc3oc2=O)c1	-8
c1ccc(-c2cn(C3CCN(Cc4c[nH]c5ccccc45)CC3)nn2)nc1	10
COc1ccc(-c2noc(CN(C(=O)C(C)Oc3ccc(C)cc3)C(C)C)n2)cc1 (configuration not stated)	0
O=C1CC(CSc2ccc(Cl)cc2)=NC(=NC(=Nc2ccccc2)NC(=O)c2ccccc2)N1	-9
COc1ccc(NC(=O)CN2C(=O)COc3ccc(S(=O)(=O)Nc4ccccc4)cc32)cc1OC	-5
Cn1c(=O)c2c(nc(N3CCOCC3)n2CCCNC2=NCCCCC2)n(C)c1=O	10
O=C(c1sc2cc([N+](=O)[O-])ccc2c1Cl)N1CCCCC1	-6
CC1=NN(c2cccc(Cl)c2)C(=O)C1C=Nc1ccc2nc(C)[nH]c2c1 (configuration not stated)	-2
CCC(C)NC(=O)C1CC(=O)N(c2cc(C)ccc2OC)C1 (configuration not stated)	1
Clc1ccc(-c2nnc(-c3ccc(Br)cc3)c(N3CCCC3)n2)cc1	10
CC(C)COc1cccc(C(=O)N2CCN(C)CC2)c1	3
CCCCOc1ccc(C(=O)C2C(=O)C(=O)N(Cc3cccnc3)C2c2ccc(OCC)c(OC)c2)cc1C (configuration not stated)	2
O=C(Nc1ccccc1C(F)(F)F)c1ccccc1Cl	-9
COc1ccc(-c2nc3cc(NC(=O)c4ccc(OC)c(OC)c4)ccc3o2)cc1	2
COC(=O)C(Cc1ccc(CC(=NC(=O)c2ccccc2)C(=O)OC)o1)=NC(=O)c1ccccc1	9

# The list continues:
Molecule	ROC1-CUL1 inh
Cc1nn(Cc2ccc(C(=O)NCc3ccccc3Cl)o2)c(C)c1Br	-6
O=C(CC1C=CS(=O)(=O)C1)N1CCc2[nH]nc(-c3ccc(F)cc3F)c2C1 (configuration not stated)	1
CC(C)c1ccc(-c2c3c(nc4ncnn24)-c2ccccc2C3=O)cc1	-7
O=C(NC1CCN(Cc2ccncc2)CC1)C1CCC(=O)N(C2CCCC2)C1 (configuration not stated)	8
COc1nc2ccccc2n2c(/C=C/c3ccccc3)nnc12	-6
C=CCNCCCOc1ccccc1	-4
COc1ccccc1CNS(=O)(=O)c1cnc(N)nc1	-20
COc1cccc(CC2(CO)CCCN(C(=O)CN3C(=O)c4ccccc4C3=O)C2)c1 (configuration not stated)	2
Cc1cccc(N2CCN(C(=O)c3cnn(-c4ccc(F)cc4F)c3C3CCN(C(=O)OC(C)(C)C)CC3)CC2)c1C	-3
Cc1cc(F)ccc1S(=O)(=O)Nc1cc2c(C(=O)O)c(C)oc2c2ccccc12	-9
CCCC1=C(C(=O)OCC)C(c2ccc(Cl)cc2)C(C#N)C(=N)O1 (configuration not stated)	0
CCc1cccc(NS(=O)(=O)c2ccc3c(c2)N(CC(=O)OC)C(=O)CS3)c1	-7
CCOC(=O)N1CCN(Cc2c(C(=O)N3CCOCC3)nc3ccccn23)CC1	1
CCOc1cc(/C=C2/C(=O)NN(c3ccc(Cl)cc3)C2=O)cc(I)c1OC	39*
COc1ccc(C)cc1S(=O)(=O)N1CCCC(CO)(Cc2ccccc2)C1 (configuration not stated)	-5
O=C(CCSCCC(=O)NC1CCCC1)NC1CCCC1	-1
CC(C)(C)c1cc(OC(=O)CCc2ccccc2)ccc1O	-3
CCOC(=O)C1CCCN(c2c(C(=O)c3ccc(C)cc3)cnc3ccc(OCC)cc23)C1 (configuration not stated)	-1
CC(=O)Nc1ccnn1C1CCN(Cc2nc(-c3cccs3)oc2C)CC1	6
CS(=O)(=O)N(CC(=O)N1CCCCC1)c1ccc(Cl)c(Cl)c1	0
Cc1cc(SCC(=O)Nc2sc3c(c2C#N)CCCC3)nc2ccccc12	7
COc1ccc(CNC(=O)Cn2c(=O)nc(-c3ccccc3F)c3cc(Cl)ccc32)cc1	0
Cc1[nH]c2ccc(F)cc2c1CCNC(=O)c1cc2cc(Cl)ccc2oc1=O	6
CCc1c(C)sc2c1CCN(Cc1cccc(F)c1)C2c1ccccc1 (configuration not stated)	3
Cn1c(=O)c2ncn(CC(=O)NC3CC3)c2n(C)c1=O	-13
c1ccc(-c2n[nH]c3c2CN(Cc2ccc4c(c2)CCO4)CC3)cc1	5
Cc1ccc(OCC(=O)N(Cc2ccc(Cl)cc2)Cc2ccco2)cc1C	2
CCS(=O)(=O)c1nc2ccccc2n1CCOc1ccc(OC)cc1	-13
CC(C)N1CCN(Cc2cccc(OCC(O)CN3CCOCC3)c2)CC1 (configuration not stated)	-2
CCC(C)NC1CCN(c2ccc(NC(=O)c3ccc(C)cc3C)cc2)CC1 (configuration not stated)	-7
CC(C)N1CCC(N2CCN(C3CCCC3)CC2CCO)CC1 (configuration not stated)	-1
CN(C)CC/C=C1\c2ccc(F)cc2Sc2cc(F)c(Cl)cc21	0
Cc1ccccc1Oc1ncccc1CNC(=O)c1ccnn1C	4
CCC(Oc1ccccc1F)C(=O)Nc1ccccc1 (configuration not stated)	3
CC(Oc1ccc(Br)cc1Br)C(=O)NCCO (configuration not stated)	-1

# The list is partial; the hit share may differ from the screen's.
